Assay outcomes from PubChem.
ATXN viability: reduces viability in counter-screen for ATXN expression inhibitors; S2 cells (HEK-293 line with an ATXN2-luciferase reporter) viability, CellTiter-Fluor protease fluorescence, 24 h; Potency, µM (doses to about 56.7 µM), usual class: cytotoxic; actives 0.49% (n = 400,000); note: nearly all actives have a fitted effect of over 40% in size
Nrf2 block: Nrf2 pathway inhibition; A549 ARE-Fluc reporter, luciferase luminescence, 18-24 h; Potency, µM (doses to about 46 µM), for inactives: at the top dose activity change, negative = inhibition, hits mostly inhibitors; actives 2.1% (n = 360,000); note: % is set by controls: 0 for no effect and ±100 for the full control effect; nearly all actives have a fitted effect of over 60% in size
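Quantitative HTS in A549 cells stably bearing an antioxidant response element-firefly luciferase construct. Inhibition of Nrf2-driven transcription was scored by luminescence after 18-24 h of compound exposure at 37 °C.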
EPAC2 antag: blocks human EPAC2 exchange factor; Potency, µM (top dose mostly 114 µM), without a hit: top-dose activity, negative = inhibition, most hits filed as inhibitors; EPAC2 GEF exchange of Rap1B-BODIPY-GDP, fluorescence; actives 0.18% (n = 360,000); AID 720708; note: % is set by controls: 0 for no effect and ±100 for the full control effect; nearly all actives have a fitted effect of over 45% in size; many of its hits are not listed in these tables
Target sequence (Q8WZA2 whole entry, looked up): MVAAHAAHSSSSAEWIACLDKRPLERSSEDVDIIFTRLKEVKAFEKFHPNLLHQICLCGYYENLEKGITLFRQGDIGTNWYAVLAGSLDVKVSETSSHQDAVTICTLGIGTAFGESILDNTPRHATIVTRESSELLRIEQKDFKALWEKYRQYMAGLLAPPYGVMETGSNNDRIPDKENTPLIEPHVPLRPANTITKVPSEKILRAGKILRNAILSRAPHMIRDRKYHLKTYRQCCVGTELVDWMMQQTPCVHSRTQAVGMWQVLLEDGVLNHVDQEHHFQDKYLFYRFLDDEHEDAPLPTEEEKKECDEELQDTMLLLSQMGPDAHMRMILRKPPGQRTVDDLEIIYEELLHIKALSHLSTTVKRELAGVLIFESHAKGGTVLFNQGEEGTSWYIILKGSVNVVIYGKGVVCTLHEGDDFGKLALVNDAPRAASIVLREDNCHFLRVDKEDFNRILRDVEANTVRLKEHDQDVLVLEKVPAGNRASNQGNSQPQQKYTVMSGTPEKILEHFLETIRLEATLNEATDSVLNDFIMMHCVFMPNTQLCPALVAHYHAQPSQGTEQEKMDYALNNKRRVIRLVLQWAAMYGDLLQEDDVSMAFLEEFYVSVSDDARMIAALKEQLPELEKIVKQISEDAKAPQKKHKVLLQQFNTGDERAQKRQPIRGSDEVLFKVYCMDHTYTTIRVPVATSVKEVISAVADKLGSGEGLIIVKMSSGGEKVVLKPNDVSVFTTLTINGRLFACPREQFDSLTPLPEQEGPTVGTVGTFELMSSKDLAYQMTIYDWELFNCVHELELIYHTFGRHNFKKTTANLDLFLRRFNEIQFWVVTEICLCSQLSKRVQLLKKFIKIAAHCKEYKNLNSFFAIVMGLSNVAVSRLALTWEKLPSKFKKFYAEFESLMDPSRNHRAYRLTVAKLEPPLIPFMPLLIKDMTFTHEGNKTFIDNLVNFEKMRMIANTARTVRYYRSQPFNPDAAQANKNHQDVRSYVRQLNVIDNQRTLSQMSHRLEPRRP
ATXN2 expr inh: inhibitors of ATXN2 expression | Potency, µM (highest dose often 57 µM), without a hit: top-dose activity change, negative = inhibition, usual class: inhibitors | actives 0.72% (n = 360,000) | HEK-293 ATXN2-luciferase reporter, luminescence, 24 h; note: % is set by controls: 0 for no effect and ±100 for the full control effect; nearly all actives have a fitted effect of over 55% in size
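ATXN2-luciferase reporter cells (luciferase flanked by upstream and downstream ATXN2 gene portions) were treated 24 h at 37 °C with compounds at up to 57 uM. SteadyGlo luminescence gave expression; GF-AFC fluorescence gave viability.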
MCF10A rerep: inducers of DNA re-replication in MCF 10A breast cells | actives 2.9% (n = 350,000) | MCF 10A DNA re-replication, Hoechst nuclear intensity, 48 h | AID 624296 | Potency, µM (doses to about 46.1 µM), for inactives: at the top dose activity, positive = re-replication, actives largely listed as activators; note: % of control where 0% means no effect; nearly all actives have a fitted effect of over 50% in size
TGFb inhibitor: TGF-b pathway inhibition. actives 1.2% (n = 410,000). Potency, µM (top dose mostly 46.1 µM), for the others: at the top dose activity, negative = inhibition, most hits filed as inhibitors. HepG2 CAGA-GFP TGF-b/SMAD3 reporter, GFP fluorescence, 18 h; TGF-beta stimulated, 500 pg/mL final; note: % is set by controls: 0 for no effect and ±100 for the full control effect; nearly all actives have a fitted effect of over 65% in size
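HEPG2 CAGA-GFP cells (1000/well, DMEM with 1% FBS) were pre-incubated 2 h at 37 degrees C, given compound by pin tool, then stimulated with TGF-beta at 500 pg/mL final for 18 h before per-cell GFP fluorescence imaging.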
HepG2 viability: HepG2 cytotoxicity, counter-screen for TGF-b inhibitors. HepG2 CAGA-GFP viability, ATP luminescence, 18 h. Potency, µM (doses to about 46.1 µM), for the others: at the top dose activity change, negative = cytotoxicity, usual class: cytotoxic. actives 0.76% (n = 410,000). AID 588856; note: some results filed as inactive show a strong effect at the top dose
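HepG2 CAGA-GFP cells (1000/well, DMEM with 1% FBS) received compound, then TGF-beta at 500 pg/mL final, and were incubated 18 hours at 37 degrees C. Viability was read by CellTiter-Glo luminescence. Media-only wells were set as complete cell-killing and DMSO as no toxicity.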
Nrf2 ARE act: activators of Nrf2 (ARE) signaling; AREc32 ARE-luciferase reporter (MCF7-derived line), luminescence, 24 h; Potency, µM (highest dose often 46.1 µM), without a hit: top-dose activation, hits mostly activators; actives 0.31% (n = 410,000); AID 624171; note: % of control where 0% means no effect; nearly all actives have a fitted effect of over 65% in size
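Steps: seed AREc32_Fluc cells (1000/well, 5% FBS OPTI-MEM); incubate overnight at 37 deg C; add 23 nL compound; incubate 24 hr; add Steady-Glo; hold 30 min RT; read luminescence.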
A549 tox: kills or reduces viability of A549 cells in Nrf2 counter-screen | A549 ARE-Fluc cells, CellTiter-Fluor viability, 18-24 h | Potency, µM (doses to about 46 µM), for inactives: top-dose activity change, negative = cytotoxicity, hits mostly inhibitors | actives 0.16% (n = 390,000) | AID 504648; note: % is set by controls: 0 for no effect and ±100 for the full control effect
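A549 ARE_Fluc cells in 5% FBS OPTI-MEM were exposed to compounds in concentration-response for 18-24 h at 37 deg C. Viability was read by CellTiter-Fluor fluorescence (Ex 405/Em 525) after 30 min, before the luciferase read.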
The depositor's hits bear a star; i = inactive; u = inconclusive; x = no result given; [ ] = dose if it differs, or a comment. Calls come from the whole dose curve; as a rule, active = well fitted curve in the direction sought with a large enough effect; inconclusive = small, poorly fitted or top-dose-only effect, or another doubt; inactive = no such curve, though single readings can be large; an effect the other way counts as inactive or inconclusive. Potency is the fitted concentration of half-maximal effect.

1	CC(=O)Nc1ccc(S(=O)(=O)NC2(C(F)(F)F)C(=O)Nc3c2c(=O)n(C)c(=O)n3C)cc1 (configuration not stated)
2	COc1ccc(OC2(C)CCN(Cc3ccccc3OC(F)F)C2)cc1 (configuration not stated)
3	CCC(C)c1ccc(NC(=O)CC(C)=O)cc1 (configuration not stated)
4	CCOc1cc(C(=O)Nc2ccc(C(=O)NCCN(CC)CC)cc2)ccc1OCC(=O)N1CCOCC1
5	O=C(COC(=O)C1CCCCC1)Nc1cc([N+](=O)[O-])ccc1F
6	CC(C)(C)c1ccc(NC(=O)N2CCN(c3ccc([N+](=O)[O-])cn3)CC2)cc1
7	COCCCN=Cc1c(-c2ccccc2)[nH]n(-c2nc3ccccc3s2)c1=O
8	CCn1c(CNc2cccc(C(F)(F)F)c2)n[nH]c1=S
assay / entry,1,2,3,4,5,6,7,8
ATXN viability,i,i,i,i,i,i,i,i
Nrf2 block,-10%,x,10%,-8%,1%,13µM*,u,-13%
EPAC2 antag,9%,-18%,9%[57.1 µM],2%,-6%,-3%,-15%,10%
ATXN2 expr inh,2%,2%,18%,5%,7%,-21%,2%,-2%
MCF10A rerep,-2%,x,10%,11%,-16%,u,-5%,-1%
TGFb inhibitor,18%,1%,6%,8%,2%,-29%,-13%,12%
HepG2 viability,-9%,-29%,-8%,-3%,-2%,6%,19%,9%
Nrf2 ARE act,-0.7%,-0.4%,2.3%,-0.5%,0.0%,3.7%,-0.2%,0.3%
A549 tox,3%,x,-13%,1%,0%,-8%,0%,-1%

9	COc1cc2c(cc1OC)n(CC(=O)c1ccc(C)cc1C)c(=O)n1nc(CCn3nc(C)cc3C)nc21
10	CSCCC(NS(=O)(=O)c1ccc(C)cc1)C(=O)NNC(=O)c1csc(N2CCOCC2)n1 (configuration not stated)
11	O=C(CCN1CCN(c2ccccc2F)CC1)c1ccc(Br)cc1
12	COn1c(SCc2ccc(C)cc2C)nc2ccccc2c1=O
13	Cc1ccccc1NS(=O)(=O)c1ccc2[nH]c(=O)[nH]c2c1
14	Cc1cnc2cc(Cl)ccc2c1SCC(=O)O
15	CCOc1ccc(C(=O)Nc2ccc3oc(-c4cccc5ccccc45)nc3c2)cc1
16	O=C(CSc1n[nH]c(-c2ccco2)n1)Nc1ccccc1F
17	O=C(CSc1nnc(-c2cccs2)n1CC1CCCO1)N1CCCC1 (configuration not stated)
18	CCCC(C)c1nnc(NC(=O)C2CC(=O)N(CCc3ccc(F)cc3)C2)s1 (configuration not stated)
assay / entry,9,10,11,12,13,14,15,16,17,18
ATXN viability,x,i,i,i,i,i,x,i,i,i
Nrf2 block,x,-2%,29%,u,u,0%,u,-3%,1%,u
EPAC2 antag,x,2%,-8%,-6%,5%,-15%,x,-2%,9%,-11%
ATXN2 expr inh,x,6%,4%,-28%,-9%,x,x,-11%,-5%,8%
MCF10A rerep,x,0%,u,u,3%,-1%,x,-4%,-2%,13%
TGFb inhibitor,-5%,9%,u,-18%,18%,-25%,-38%,-6%,6%,-17%
HepG2 viability,-13%,5%,16µM*,-8%,8%,-11%,-26%,2%,-9%,7%
Nrf2 ARE act,0.5%,0.2%,u,-0.2%,0.2%,-0.2%,0.0%,0.5%,-0.2%,2.0%
A549 tox,-7%,-2%,0%,x,0%,-4%,-2%,-6%,-2%,0%

Single records (already shown).
COc1cc2c(cc1OC)n(CC(=O)c1ccc(C)cc1C)c(=O)n1nc(CCn3nc(C)cc3C)nc21 is listed with ATXN viability: x; Nrf2 block: x; EPAC2 antag: x; ATXN2 expr inh: x; MCF10A rerep: x; TGFb inhibitor: -5%; HepG2 viability: -13%; Nrf2 ARE act: 0.5%; A549 tox: -7%
Cc1cnc2cc(Cl)ccc2c1SCC(=O)O is listed with ATXN viability: i; Nrf2 block: 0%; EPAC2 antag: -15%; ATXN2 expr inh: x; MCF10A rerep: -1%; TGFb inhibitor: -25%; HepG2 viability: -11%; Nrf2 ARE act: -0.2%; A549 tox: -4%

Results in Nrf2 ARE act and ATXN2 expr inh, for some of the entries so far:
# | SMILES | Nrf2 ARE act | ATXN2 expr inh
13 | Cc1ccccc1NS(=O)(=O)c1ccc2[nH]c(=O)[nH]c2c1 | 0.2% | -9%
18 | CCCC(C)c1nnc(NC(=O)C2CC(=O)N(CCc3ccc(F)cc3)C2)s1 (configuration not stated) | 2.0% | 8%

Some of the compounds tested; rates above refer to the full screens.
